# Lamin A splicing: modulators of lamin A splicing; HeLa LMNA splicing GFP/RFP minigene ratio, 48 h; Potency, µM (highest dose often 46.1 µM), inactives show at the top dose ratio change, negative = inhibition, actives largely listed as inhibitors; 0.01% of 200,000 active; AID 1487; active means well fitted inhibition curve with a large enough effect in the signal ratio, with a control signal flat, not every such curve was filed as active; inconclusive means small, poorly fitted or top-dose-only effect, or effect the other way, or a change in a side signal; the % refers to the signal ratio; further: on the % scale 0 is the no-effect control and ±100 the full control effect
#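 S3 HeLa stable clones carrying a lamin A-EGFP splicing minigene plus DsRed2 were seeded at 600 cells/well in Opti-MEM with 2% FBS, pin-dosed and incubated 48 h at 37°C. Acumen cytometry (488 nm) gave the GFP/RFP total-intensity ratio.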
# Epigenetic derep: regulators of epigenetic silencing causing reporter derepression in mouse cells; murine LDR cells, GFP reporter derepression, 30 h; Potency, µM (titrated, usually from 53.9 µM), inactives show at the top dose GFP activation, hits mostly activators; 0.2% of 280,000 active; AID 1865; active means well fitted activation curve with a large enough effect; inconclusive means small, poorly fitted or top-dose-only effect; further: % of control where 0% means no effect; nearly all actives have a fitted effect of over 60% in size
#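 GFP-positive cell count by laser-scanning cytometry (objects 20–120 um) after 30 h, 37 C compound exposure of murine LDR cells; reporter is CMV-GFP integrated at a silenced locus, inducible by HDAC or DNMT inhibitors.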
# An asterisk follows results filed as active; ? = inconclusive; [ ] = remark or other dose. Potency means the concentration at half of the fitted maximal effect.
canonical_smiles	Lamin A splicing	Epigenetic derep
Cc1ccc(NC(=O)CSc2nccn2-c2ccccc2)cc1	-3%[46 µM]	-1.7%
CCOC(=O)c1c(C)sc(-c2c(-c3cccc(Cl)c3)[nH]c3c2c(=O)n(C)c(=O)n3C)c1O	?	?
COc1ccc(N2CCN(C(=O)c3cnn(-c4ccc(OC)cc4)c3C3CCN(C(=O)OC(C)(C)C)CC3)CC2)cc1	-5%[46 µM]	3.8%
O=c1c(S(=O)(=O)c2cccc(Cl)c2)cn(Cc2ccccc2)c2cc(N3CCOCC3)c(F)cc12	-13%[46 µM]	-1.2%
Cc1nc2ccn(Cc3ccco3)c(=O)c2cc1C(=O)NCc1ccccc1F	?	0.8%
CCOC(=O)c1c(NC(=O)c2cc3nc(-c4ccc(Br)cc4)cc(C(F)(F)F)n3n2)sc(C(C)=O)c1C	5%[46 µM]	-0.3%
COc1ccc(-c2cn3c(n2)sc2cc(C(=O)NC4CCCc5ccccc54)ccc23)cc1 (stereo not given)	7%[46 µM]	2.8%
O=C(NCCc1ccc(Cl)cc1)C1CCN(Cc2cc3ccccc3n2Cc2ccccc2)CC1	-20%[46 µM]	0.0%
Cc1ccc(Cl)cc1-n1ncc2c(NCCc3ccccc3)ncnc21	-22%[46 µM]	-2.4%
Cc1ccc(C)c(N2CCN(C(=O)c3cc4ccc5cccnc5c4[nH]3)CC2)c1	-16%[46 µM]	-1.3%
COc1ccc(CC(=O)Nc2cc(-c3cn4cccnc4n3)ccc2OC)cc1	-4%[46 µM]	2.6%
CCCS(=O)(=O)NCCc1csc2nc(-c3ccc(OC)cc3)nn12	11%[46 µM]	4.4%
CCOC(=O)c1cc(-c2ccc(F)cc2)n(CCC(=O)Nc2nc3ccc(OC)cc3s2)c1C	?	0.0%
COc1ccc2cc3cc(C(=O)NCCc4ccccc4)sc3nc2c1Cl	?	?
Cc1oc(-c2cccc(Br)c2)nc1Cn1c(=O)cc(-c2ccccc2)c2c(C)nn(C)c21	2%[46 µM]	0.0%
COc1ccc(C)c2sc(N(Cc3cccnc3)C(=O)c3cccs3)nc12	0%[46 µM]	1.4%
COc1ccc(CCNc2nc(SCc3cccc(F)c3)nc3ccccc23)cc1OC	7%[46 µM]	3.9%
CCC(=O)N1CCc2cc(Br)cc(S(=O)(=O)Nc3ccc(C)cc3C)c21	8%[46 µM]	-1.1%
CCOc1ccccc1CNC(=O)c1ccc(-n2c(C)cc3c2CCC(C)C3)cc1 (stereo not given)	?	4.9%
CNC(=O)CN1C(=O)c2cccnc2Sc2ccccc21	7%[46 µM]	0.0%
CCC(C)NC(=O)CSc1nc2cc3c(cc2c(=O)n1CCCC(=O)NCCc1ccc(OC)c(OC)c1)OCO3 (stereo not given)	?	-1.3%
O=C(Nc1ccc(SC(F)F)cc1)c1cc(-c2cccs2)on1	?	-2.2%
O=C(CC1N=C2c3ccccc3N=C(SCc3cccc(F)c3)N2C1=O)NCc1ccc2c(c1)OCO2 (stereo not given)	?	-1.3%
COc1cc(NC(=O)C2Cc3ccccc3N2C(=O)c2ccccc2)cc(OC)c1 (stereo not given)	?	5.6%
Cc1ccc(S(=O)(=O)N2CCCc3cc(NS(=O)(=O)c4cc(F)ccc4F)ccc32)cc1	?	0.5%
CCOc1cc2[nH]c(=O)n(CCCCC(=O)N3CCN(c4ccccc4)CC3)c(=O)c2cc1OCC	-3%[46 µM]	5.0%
CC(C)CN(CCCNC(=O)c1cc(=O)[nH]c2ccc(S(=O)(=O)N3CCCCCC3)cc12)CC(C)C	-1%[46 µM]	1.8%
CC1CCn2c(nc3cc(C(=O)NCCc4ccccc4)ccc32)C1 (stereo not given)	?	-1.1%
Cc1nc(C)c(-c2ccc(SCC(=O)Nc3ccc(Br)cc3)nn2)s1	?	1.4%
Cc1nc(SC(C)C(=O)Nc2ccccc2C)cc(-c2ccccc2)n1 (stereo not given)	-17%[46 µM]	0.8%
COc1cc(OC)c(Nc2c3c(nc4nc(-c5cccs5)nn24)CCCC3)cc1Cl	5%[46 µM]	-0.9%
Cc1cccc(C)c1-n1ncc(C(=O)NCc2ccc3c(c2)OCO3)c1C1CCN(C(=O)OC(C)(C)C)CC1	6%[46 µM]	-2.4%
COc1ccc(-c2nc3sc(CCNC(=O)c4cc(Cl)ccc4OC)c(C)n3n2)cc1	?	0.0%
CN1CCN(c2ncc3c(n2)CCN(Cc2cc(Br)cs2)C3)CC1	-11%[46 µM]	0.7%
COC(=O)c1ccc(OCC2c3cc(OC)c(OC)cc3CCN2C(=O)Cc2ccc(OC)c(OC)c2)cc1 (stereo not given)	-8%[46 µM]	-0.9%
CCOc1ccc(C(=O)N(Cc2cc(OC)c(OC)c(OC)c2)c2ccccn2)cc1	7%[46 µM]	-1.6%
Cc1cccc(N2CCN(c3ncnc4c3c(-c3ccccc3)cn4-c3ccccc3)CC2C)c1 (stereo not given)	-19%[46 µM]	5.2%
Cc1ccc2c(c1)cc(C(=O)NCc1ccccc1C)n2C	-22%[46 µM]	-3.2%
COc1cc(OC)c(NC(=O)c2ccc3nc(C(C)C)oc3c2)cc1Cl	7%[46 µM]	1.7%
CCc1nnc(NC(=O)CSc2nccn2Cc2ccc(F)cc2)s1	?	0.6%
O=C(O)c1ccc2nc(-c3cc4cc(F)ccc4oc3=O)[nH]c2c1	20%[46 µM]	-1.3%
O=C(Nc1ccc(-n2nncc2-c2ccccc2)cc1)c1cccc(F)c1	?	-0.4%
CN1CCN(c2oc(-c3ccc(COc4ccc(Cl)cc4)o3)nc2C#N)CC1	-9%[46 µM]	0.0%
O=C(CSc1nc2ccccc2n1CC(=O)Nc1ccc(F)cc1F)Nc1ccc(F)cc1	?	1.9%
CCOc1cccc2sc(NC(=O)c3ccc(S(=O)(=O)N4CCCCC4C)cc3)nc12 (stereo not given)	?	0.0%
COc1ccccc1N1CCN(c2ncnc3c2c(-c2ccccc2)cn3-c2cccc(C)c2)CC1	?	-0.9%
CCCCOc1ccc(C(=O)NCCc2sc(-c3cccc(F)c3)nc2C)cc1	-14%[46 µM]	6.1%
CN(C)c1ccc(CNC(=O)CCCN2C(=O)c3cccnc3Oc3ccc(Cl)cc32)cc1	3%[46 µM]	-0.2%
O=c1ccc2cc(S(=O)(=O)Nc3ccc(OC(F)(F)F)cc3)ccc2[nH]1	35%[46 µM]	1.1%
Oc1c(C(c2ccccc2Cl)N2CCOCC2)sc2nc(-c3ccco3)nn12 (stereo not given)	?	9.7%
COc1ccc(Cn2c(CNS(=O)(=O)c3ccc(Cl)s3)nc3cccnc32)cc1	?	0.8%
Cc1ccc(-n2c(SCC(=O)Nc3ccc4c(c3)OCCO4)nc3c([nH]c4ccccc43)c2=O)cc1	-8%[46 µM]	0.8%
COc1cc(NC(=O)c2cc3cc4ccc(OC)c(Cl)c4nc3s2)cc(OC)c1	9%[46 µM]	-1.7%
COc1cccc(Nc2sc(C(=O)c3ccc(F)cc3)c(N)c2C(=O)NCc2ccc(Cl)cc2)c1	?	-1.3%
Cc1cc(SCC(=O)Nc2ccc(F)cc2F)nc(=O)[nH]1	3%[46 µM]	2.5%
COc1ccccc1CNC(=O)c1cnc2c(-c3ccccc3)c(C)nn2c1C	-28%[46 µM]	0.0%
Cc1cc(NC(=O)CSc2ncc(C(=O)Nc3ccc(C)c(C)c3)c(=O)n2C)no1	-1%[46 µM]	2.8%
CC(C)c1nn2c(=O)cc(COC(=O)c3ccc(NC(=O)C4CCCCC4)cc3)nc2s1	?	1.2%
COc1cccc(CNC(=O)CN2C(=O)N(c3c(C)cccc3C)S(=O)(=O)c3ccccc32)c1OC	-8%[46 µM]	-0.2%
Cc1cccc(-c2nc(C)c(CCNC(=O)C(=O)Nc3ccc(C)c(C)c3)s2)c1	-8%[46 µM]	0.0%

# Three structures out of the list, ordered by count of non-hydrogen atoms, low to high.
canonical_smiles	Lamin A splicing	Epigenetic derep
Oc1c(C(c2ccccc2Cl)N2CCOCC2)sc2nc(-c3ccco3)nn12 (stereo not given)	?	9.7%
CCCCOc1ccc(C(=O)NCCc2sc(-c3cccc(F)c3)nc2C)cc1	-14%[46 µM]	6.1%
CC(C)c1nn2c(=O)cc(COC(=O)c3ccc(NC(=O)C4CCCCC4)cc3)nc2s1	?	1.2%

# (listing goes on)
canonical_smiles	Lamin A splicing	Epigenetic derep
CCc1ccc(NC(=O)CSc2nc(=O)n(Cc3ccccn3)c3c2CCC3)cc1	2%[46 µM]	2.7%
COc1cc(NC(=O)Cn2nnc(-c3ccc(C(F)(F)F)cc3)n2)c(C(=O)O)cc1OC	-17%[46 µM]	2.5%
CC1=C(C(=O)NCc2ccc(Cl)cc2)C2(CCCCCC2)OC1=O	-15%[46 µM]	2.1%
O=c1cc(N2CCN(c3ccc(F)cc3)CC2)[nH]c(=O)n1-c1ccc(Br)cc1	23%[46 µM]	0.0%
CC(C)c1cnc2c(c1SCC(=O)Nc1ccc(C(N)=O)cc1)c(=O)n(C)c(=O)n2C	-6%[46 µM]	-3.8%
CCOC(=O)c1ccc(OCC2c3cc(OC)c(OC)cc3CCN2C(=O)c2ccc(S(=O)(=O)N3CCCC3)cc2)cc1 (stereo not given)	3%[46 µM]	1.3%
Fc1cccc(CN2CCc3nc(Nc4ccc5c(c4)OCCO5)ncc3C2)c1F	?	-1.7%
O=C(CSc1nc2ccccc2n1Cc1ccccc1)NCc1ccccc1	8%[46 µM]	-0.6%
COc1ccccc1CNC(=O)Cc1csc2nc(-c3ccc(F)cc3)cn12	0%[46 µM]	-1.7%
CCN(CC)S(=O)(=O)c1nnc(NC(=O)COc2ccc(C)cc2)s1	26%[46 µM]	0.3%
COc1cc(NC(=O)CCNS(=O)(=O)c2ccc3c(c2)CCN3C(=O)C2CC2)cc(OC)c1	?	0.0%
O=C(Nc1nnc(S(=O)(=O)N2CCCC2)s1)c1ccccc1Cl	?	0.0%
Cc1c(C(=O)N(C)c2cccc(C(F)(F)F)c2)sc2nc3n(c(=O)c12)CCCCC3	?	0.0%
COc1ccc(CNC(=O)CC(C)n2nc(C)cc2C)cc1 (stereo not given)	2%[46 µM]	7.2%
CC(C)(C)OC(=O)N1CCC(N2CCN(Cc3ccccc3)C(=O)C2=O)CC1	8%[46 µM]	13%
CCOc1ccc(NC(=O)CSC2=Nc3ccccc3C3=NC(CC(=O)NCc4ccccc4OC)C(=O)N23)cc1 (stereo not given)	1%[46 µM]	-1.3%
O=C(NCCc1ccccc1Cl)c1ccc2c(c1)nc1n2CCCCC1	?	-2.4%
CCc1ccc(C2=CC(c3cccc(OC)c3OC)n3c(nc4ccccc43)N2)cc1 (stereo not given)	?	12%
Cc1c(Cl)cccc1-c1ccc(CNc2ccc3[nH]c(=O)[nH]c3c2)o1	-5%[46 µM]	-3.2%
O=C(NCc1ccc2c(c1)OCO2)c1ccc2c(c1)N(Cc1ccccc1F)C(=O)c1ccccc1S2	?	-1.1%

# Already shown: five of the compounds above.
canonical_smiles	Lamin A splicing	Epigenetic derep
CCOC(=O)c1ccc(OCC2c3cc(OC)c(OC)cc3CCN2C(=O)c2ccc(S(=O)(=O)N3CCCC3)cc2)cc1 (stereo not given)	3%[46 µM]	1.3%
Fc1cccc(CN2CCc3nc(Nc4ccc5c(c4)OCCO5)ncc3C2)c1F	?	-1.7%
O=C(CSc1nc2ccccc2n1Cc1ccccc1)NCc1ccccc1	8%[46 µM]	-0.6%
COc1ccccc1CNC(=O)Cc1csc2nc(-c3ccc(F)cc3)cn12	0%[46 µM]	-1.7%
CCN(CC)S(=O)(=O)c1nnc(NC(=O)COc2ccc(C)cc2)s1	26%[46 µM]	0.3%

# Next part.
canonical_smiles	Lamin A splicing	Epigenetic derep
CCOC(=O)c1ccc(NC(=O)c2sc3nc4n(c(=O)c3c2C)CCC4)cc1	3%[46 µM]	0.0%
Cc1nnsc1C(=O)Oc1ccc(Cl)cc1	7%[46 µM]	0.8%
Cc1ccc(C(=O)N2c3nc(-c4ccco4)nn3C3(CCCCC3)[C@@H]3CCCC[C@@H]32)cc1	?	-2.4%
CCc1ccc(NC(=O)c2sc(-n3nc(C)c(CCC(C)C)c3C)nc2C)cc1	?	-2.2%
Cc1cc2[nH]c(=O)c(=O)[nH]c2cc1S(=O)(=O)N1CCN(c2ccccc2)CC1	12%[46 µM]	-1.2%
COc1ccc2nc(N(Cc3cccnc3)C(C)=O)sc2c1	12%[46 µM]	0.8%
Cc1cccc(NC(=O)c2ccc(CN3CC(=O)N4CCCCC4C3=O)cc2)c1C (stereo not given)	?	-1.2%
COc1ccccc1NC(=O)c1c(C)cc(C)nc1SCC(=O)c1ccc(Cl)cc1	-6%[46 µM]	3.2%
CC(=O)c1cc2c(cc1N/C(=N/S(=O)(=O)c1ccc(Cl)cc1)c1ccc(F)cc1)OCO2	11%[46 µM]	2.6%
CCCCCNC(=O)c1ccc2c(c1)nc(C)n2-c1cccc(C)c1	?	-1.2%
CC1CCN(S(=O)(=O)c2cc(C(=O)NCc3ccccc3)n(C)c2)CC1	?	9.3%
COc1cccc(NC(=O)Cn2cc(S(=O)(=O)Cc3ccccc3F)c3ccccc32)c1	-7%[46 µM]	-0.4%

# Screens as filed in PubChem BioAssay.

# Only part of the results is shown (hit frequency here may not be typical).
